Bioassay records from PubChem.
hK5 inh – human KLK5 protease inhibitors, primary screen, biochemical, 1536-well | Kallikrein-5 (Homo sapiens), Q9Y337 | recombinant hK5, fluorogenic AMC substrate cleavage | inhibition, % at 5 µM | hit rate 0.59% among 210,000;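 active means inhibition of 40% or more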;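 further: 0% = enzyme controls without compound and 100% = no-enzyme blanks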
Rad51 HR inh – human RAD51 strand exchange inhibitors, primary screen, biochemical, fluorescence | AID 1385, 2008 | inhibition, % at 10 µM | hRad51 DNA strand exchange, fluorescence dequenching | hit rate 0.085% among 200,000;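 active means inhibition above 40% at the single screening dose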;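 further: 0% = DMSO control wells and 100% = blanks with heterologous ssDNA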
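Read-out basis: percent inhibition relative to plate controls and blanks / Assay system: human Rad51 nucleoprotein filaments preassembled on unlabelled ssDNA / Timing: filaments 15 min 37 °C, then compound 30 min / Control set: per-plate controls and blanks / Technique: fluorescence dequenching at 485/520 nm / Compound: 10 µM final, single point / Also added: Fluorescein- and BHQ1-tagged 47-mer duplex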
Cl transport mod – KCC2 cotransporter modulators, thallium flux, primary screen, cell-based, HEK293 KCC2, FluoZin-2 fluorescence, MLSMR; Solute carrier family 12 member 5 (Homo sapiens), Q9H2X9; KCC2 cells, thallium flux FluoZin-2 fluorescence; B-score of Tl+ flux slope (higher = more flux/activation; lower = inhibition) at 10 µM; hit rate 2.2% among 190,000; AID 1456, 2008;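 active means thallium flux slope and its plate-corrected score both differing from the plate sample mean at a set confidence after two filtering rounds, in either direction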;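 further: slope of fluorescence scaled to starting intensity during 10 to 20 s after thallium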
Target sequence (Q9H2X9 whole entry, looked up): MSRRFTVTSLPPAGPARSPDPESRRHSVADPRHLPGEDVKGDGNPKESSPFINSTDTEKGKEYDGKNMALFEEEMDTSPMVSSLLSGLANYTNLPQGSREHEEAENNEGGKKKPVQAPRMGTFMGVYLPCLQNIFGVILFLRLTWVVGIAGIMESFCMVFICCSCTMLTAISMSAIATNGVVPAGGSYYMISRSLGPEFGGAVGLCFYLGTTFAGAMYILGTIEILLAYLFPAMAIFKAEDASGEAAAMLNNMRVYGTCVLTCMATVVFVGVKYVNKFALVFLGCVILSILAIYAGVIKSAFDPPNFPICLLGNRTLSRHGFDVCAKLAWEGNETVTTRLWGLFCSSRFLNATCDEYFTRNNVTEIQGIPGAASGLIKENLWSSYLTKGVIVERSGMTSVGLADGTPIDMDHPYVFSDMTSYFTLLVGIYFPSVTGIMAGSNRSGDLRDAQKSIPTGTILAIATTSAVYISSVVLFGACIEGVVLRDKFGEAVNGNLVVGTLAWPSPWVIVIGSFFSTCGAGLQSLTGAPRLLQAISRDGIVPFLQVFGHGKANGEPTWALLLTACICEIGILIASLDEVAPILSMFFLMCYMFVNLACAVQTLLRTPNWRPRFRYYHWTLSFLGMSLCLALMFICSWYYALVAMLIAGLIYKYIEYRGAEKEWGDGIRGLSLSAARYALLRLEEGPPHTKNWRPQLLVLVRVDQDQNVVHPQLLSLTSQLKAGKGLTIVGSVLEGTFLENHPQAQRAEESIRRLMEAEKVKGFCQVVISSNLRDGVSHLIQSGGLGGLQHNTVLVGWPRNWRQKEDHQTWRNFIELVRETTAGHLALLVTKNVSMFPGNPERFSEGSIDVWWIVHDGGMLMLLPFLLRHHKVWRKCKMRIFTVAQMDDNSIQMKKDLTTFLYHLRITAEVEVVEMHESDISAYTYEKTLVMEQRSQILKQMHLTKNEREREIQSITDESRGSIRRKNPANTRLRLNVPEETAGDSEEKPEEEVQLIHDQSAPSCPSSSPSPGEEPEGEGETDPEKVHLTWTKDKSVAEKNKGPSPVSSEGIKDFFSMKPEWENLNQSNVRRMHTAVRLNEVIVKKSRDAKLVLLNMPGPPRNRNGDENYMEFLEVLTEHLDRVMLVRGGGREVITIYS
FXIa inh 1536 – human FXIa protease inhibitors, primary screen, biochemical, 1536-well; purified FXIa, Boc-Glu-Ala-Arg-AMC fluorogenic substrate; Coagulation factor XI (Homo sapiens), P03951; AID 798, 2007; hit rate 0.14% among 220,000; inhibition, % at 5 µM;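 active means inhibition of at least 40%; inactive means inhibition below 40%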;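 further: fluorescence of freed AMC excited at 355 nm; 0% = enzyme without compound and 100% = no enzyme blank; many of its hits are not listed in these tables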
L929 necroptosis – inhibitors of zVAD-triggered necroptosis, primary screen, L929 cells; hit rate 0.38% among 220,000; viability rescue, % at 10 µM; AID 1377, 2008; L929 zVAD necroptosis rescue, ATP luminescence, 24 h; with zVAD 60 µM;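 active means activation, scaled between plate controls, above about 75%, limit read from the data; inactive means activation under that limit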;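 further: 0% = zVAD with DMSO and 100% = DMSO alone without zVAD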
Hck-Nef inh – inhibitors of Nef-activated human Hck kinase, primary screen, biochemical, Z-Lyte FRET, 384-well, Hck-YEEI. Recombinant Hck-YEEI plus Nef, Z-Lyte FRET kinase assay. inhibition, % at 20 µM. hit rate 0.68% among 220,000;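 active means Hck-Nef kinase inhibition above about 50%, limit read from the data; inactive means inhibition below that limit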;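 further: 0% = DMSO with Hck plus Nef and 100% = Hck alone without Nef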
TNF necrop inh – inhibitors of TNF-alpha triggered necroptosis, primary screen, cell-based, Jurkat FADD-/-, single concentration. Jurkat FADD-/- TNF necroptosis rescue, ATP luminescence, 24 h; 0 = TNF only, 100 = no-TNF cells. activation (protection from cell death), % at 10 µM. hit rate 0.068% among 220,000. AID 463075, 2010;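 active means activation, meaning protection from cell death, of at least 50% relative to plate controls; inactive means activation below 50%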;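 further: necroptosis triggered by 40 ng/mL TNF-alpha added together with compound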
FXIIa inh 1536 – human FXIIa protease inhibitors, primary screen, biochemical, 1536-well; hit rate 0.3% among 220,000; AID 800, 2007; Coagulation factor XII (Homo sapiens), P00748; inhibition, % at 5 µM; purified FXIIa, Boc-QGR-AMC fluorogenic substrate, 2 h; in the data active means inhibition above about 40%;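 further: 0% = enzyme with no compound and 100% = blank without enzyme; many of its hits are not listed in these tables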
Thrombin inh – human alpha-thrombin inhibitors, primary screen, counter-screen for coagulation protease inhibitor project, biochemical, 1536-well, fluorogenic AMC substrate; Prothrombin (Homo sapiens), P00734; Boc-VPR-AMC fluorogenic substrate cleavage; inhibition, % at 5 µM; hit rate 0.26% among 220,000; AID 1046, 2008;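 active means inhibition at or above 40%; inactive means inhibition below 40%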;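 further: 0% = enzyme with no compound and 100% = wells without enzyme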
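Material: Human alpha-thrombin protein | Buffer or medium: pH 7.5 Tris-saline with Tween 20 | Reagent: Boc-VPR-AMC substrate, 15 µM final | Schedule: Reaction at ambient temperature | Detection: AMC fluorescence at 355 nm excitation and 460 nm emission | Evaluation: Percent inhibition scaled between no-compound controls and no-enzyme blanks | Controls: no-compound enzyme wells and no-enzyme blanks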
An asterisk follows results filed as active; nt = not tested or not shown; & = joins results of further samples. Only part of the results is shown (hit frequency here may not be typical).

SMILES | hK5 inh | Rad51 HR inh | Cl transport mod | FXIa inh 1536 | L929 necroptosis | Hck-Nef inh | TNF necrop inh | FXIIa inh 1536 | Thrombin inh
COc1ccc(Cl)cc1N1C(=N)SCC1=O | 3 | 2 | 1.6 | 3 | -2.4 | 17 | 1.8 | 6 | -5
Cn1c(COc2cccc3ccccc23)nnc1SCC(=O)OC1CCCCC1 | 0 | -12 | -1.1 | 0 | -0.7 | 22 | 0.3 | 13 | 1
CC(C)(C)C(=O)NC(=S)Nc1ccc(F)cc1 | -11 | 7 | 0.74 | 5 | 1.3 | -3 | 1.0 | 3 | -2
Cc1ccccc1NC(=O)CCC(=O)N/N=C/c1c[nH]c2ccccc12 | 7 | 13 | -2.6 | -2 | 0.2 | 3 | -0.3 | 7 | 3
Brc1ccccc1OCCCCCN1CCCC1 | -14 | 3 | 1.6 | -2 | -0.2 | 1 | -0.8 | 6 | -12
Cc1cc(NC(=O)Cn2nc(C(F)(F)F)c3c2CCC3)n(-c2ccccc2)n1 | -20 | -3 | -0.29 | 16 | -0.3 | 0 | 0.2 | 20 | -13
Cc1nccc(-c2ccc(-n3c(C)ccc3C)cc2)n1 | -7 | -9 | -1.2 | -4 | 0.2 | -11 | -1.0 | 5 | -4
CN(CC(=O)Nc1ccccn1)S(=O)(=O)c1ccc(Cl)cc1 | -8 | -3 | 0.035 | -5 | 0.4 | 8 | -1.0 | -3 | -2
COc1cc(OC)cc(C(=O)NC2CCN(CC(=O)Nc3cccc4ccccc34)CC2)c1 | -12 | 1 | -0.37 | 13 | 1.0 | 10 | 2.8 | 22 | 2
Nc1nnnn1CC(=O)OCc1cccc(Br)c1 | -10 | 3 | -0.2 | 3 | -1.6 | -4 | 0.6 | 9 | 2
COC(=O)C1=NNC(C(=O)c2ccco2)C1c1ccccc1 (stereo unspecified) | -9 | -43 | 0.65 | -3 | 0.4 | 2 | -0.3 | 5 | 9
Cc1ccc(OCc2nnc(SCCN3CCOCC3)n2C)cc1 | -12 | -3 | -0.31 | 2 | 0.2 | -1 | -2.3 | 8 | -1
CCC(=O)NCCn1ccc2ccccc21 | -7 | 2 | 0.011 | 3 | 0.2 | 1 | 0.0 | 12 | -6
COc1cc(/C=C2\SC(=S)N(NS(=O)(=O)c3ccc(C)cc3)C2=O)ccc1O | 3 | -106 | -4.9* | 6 | 0.1 | 5 | -1.1 | 10 | -2
Cc1ccc(NC(=O)CSc2ccc(-c3ccco3)nn2)c(C)c1 | -1 | -2 | -2.3 | -4 | 0.9 | 20 | 1.4 | 8 | -6
COc1ccc(NC(=S)Nc2cccc(S(=O)(=O)N3CCCCC3)c2)cc1 | -17 | -6 | 0.022 | -1 | 0.1 | 7 | 1.5 | 6 | -9
NS(=O)(=O)c1ccc(Sc2nc3ccccc3s2)c([N+](=O)[O-])c1 | 5 | 3 | -0.89 | 3 | -0.2 | 36 | -25 | 15 | 1
CC(C)/C=N/NC(=O)c1cccc(N2CCCC2=O)c1 | -6 | 1 | 0.076 | -6 | 1.0 | 3 | 1.0 | 3 | -7
O=C(COC(=O)c1cccnc1Cl)NCc1ccc2c(c1)OCO2 | -4 | 2 | 0.93 | 6 | 0.9 | 3 | 1.5 | 14 | 0
C/C(=N/NC(=O)CSCc1ccc(Cl)cc1)c1cccc(NC(=O)c2ccccc2)c1 | -10 | -1 | -0.31 | 3 | -0.3 | 8 | 0.8 | 2 | 2
CCC(C)(C)C1CCc2c(sc(NC(=O)c3cccs3)c2C(N)=O)C1 (stereo unspecified) | -4 | nt | 0.71 | 1 | 0.4 | -23 | 2.7 | 7 | 2
Cn1c(N)c(C(=O)COC(=O)CSc2ccccc2)c(=O)n(C)c1=O | -11 | 7 | 0.43 | 6 | 0.9 | 1 | 1.1 | 12 | -4
Cc1c(Cl)c(=O)oc2cc(OCC(=O)NCc3cccs3)ccc12 | -21 | 7 | 0.76 | 0 | 0.3 | 11 | 1.0 | -1 | -17
CCC(=Cc1ccc(CC)cn1)CC | -6 | -13 | 0.55 | 8 | -0.3 | 2 | 1.2 | 2 | 6
COCCOC(=O)C1=C(C)NC2=C(C(=O)CC(C)(C)C2)C1c1ccc(N(C)C)cc1 (stereo unspecified) | -3 | 0 | nt | 18 | 2.4 | 3 | 1.4 | 19 | -1
O=C(N/N=C\c1ccc(F)cc1)c1cc(OCC(F)(F)F)ccc1OCC(F)(F)F | -7 | -1 | 0.3 | 6 | 0.8 | -1 | -1.5 | 5 | 0
CCC(C)(C(=O)NC1CCCCC1)N(Cc1cccs1)C(=O)CC1NC(=O)NC1=O (stereo unspecified) | -14 | nt | -0.061 | -17 | nt | -6 | 0.5 | -6 | -7
Cc1ccc(S(=O)(=O)NC2CCOC(C)(C)C2)cc1 (stereo unspecified) | -9 | -10 | 0.11 | -1 | -0.1 | 1 | -0.8 | 12 | 3
Cn1c(=O)c2c(nc(Sc3nc4ccccc4n3CC(=O)N3CCCCC3)n2C)n(C)c1=O | 7 | 1 | -0.77 | 4 | 0.2 | 0 | 1.7 | 10 | 1
CCCC(=O)NC(c1ccco1)c1c(O)ccc2ccccc12 (stereo unspecified) | -1 | -1 | nt | -9 | -0.1 | 1 | -3.1 | -10 | -7
CCOc1ccccc1N1CCN(S(=O)(=O)CC)CC1 | -28 | -8 | 0.52 | 2 | 3.4 | -1 | 2.2 | 13 | 1
Cn1c2ccccc2c2nnc(SCC(=O)NCc3ccoc3)nc21 | -18 | 8 | -0.16 | -1 | 2.5 | 13 | 0.0 | -5 | 1
CCOC(=O)CNC(=S)SC | -7 | -13 | 0.55 | -6 | 0.3 | 15 | 1.1 | 9 | 2
CC1=CC(C)(C)N2C(=O)C3(N=C(N)NC(Nc4ccccc4)=N3)c3cc(C)cc1c32 (stereo unspecified) | -15 | 14 | 0.16 | -11 | -0.1 | 1 | 2.8 | -7 | -1
CCOc1c(C)cc(-c2ncccc2O)cc1C | -2&-29 | -9&-7 | 1.9&1 | -18&5 | -0.4&0.0 | 4&4 | -1.4&-1.0 | -19&22 | -7&5
C=CCN(CC=C)S(=O)(=O)c1ccc(C(=O)Nc2nnc(CSC)o2)cc1 | 1 | 6 | 0.44 | 0 | 2.2 | 22 | 0.7 | 8 | -2
O=CNCCCc1nc2ccccc2n1Cc1cccc2ccccc12 | 5 | -5 | nt | -25 | -1.1 | 2 | -3.0 | 1 | -4
COc1cccc(-c2nnc(SCCC(=O)O)n2C)c1 | -22 | -4 | 0.15 | 18 | 0.9 | 1 | 1.8 | 25 | 5
CCOc1ccc(/C=N/NC(=O)C(OC)c2ccccc2)cc1 (stereo unspecified) | -1 | nt | 0.76 | 2 | 0.5 | -1 | -0.8 | 9 | 1
CSc1nc(-c2ccccc2)nc(N2CCN(C)CC2)c1C(C)=O | -3 | 0 | nt | 3 | 1.1 | 0 | -3.8 | 10 | 0
CC(C)NC(=O)C1CCN(C(=O)C(C(=O)c2ccccc2)n2cc(Cl)ccc2=O)CC1 (stereo unspecified) | -4 | -6 | -4.3* | -21 | 0.0 | 1 | -2.2 | -5 | -4
Cc1ccc(Cn2nc(C)c(NC(=O)c3cc(-c4ccco4)on3)c2C)cc1 | -12 | nt | -0.64 | 2 | -0.1 | 2 | -6.9 | 13 | 6
CNC(=S)N/N=C/c1ccc(-c2ccc(Cl)c([N+](=O)[O-])c2)o1 | 6 | -3 | nt | 3 | 14 | 23 | -3.5 | 10 | -2
O=C(CN1CCN(Cc2ccccc2)CC1)NC(=O)NC1CCCCC1 | 0 | -2 | -0.35 | 3 | 1.0 | 0 | 0.5 | -3 | 2
Cc1ccc(C(=O)CSc2nc3ccccc3c(=O)n2-c2ccccc2)s1 | -2 | -6 | nt | 7 | 0.5 | 1 | -0.8 | 7 | 1
CC(C)(C)c1ccc(C(=O)N/C(=C/c2cccs2)C(=O)NCc2ccco2)cc1 | -3 | 14 | 0.031 | 8 | 0.8 | 2 | 2.7 | 5 | -2
CCOC(=O)c1c(NC(=O)CN2CCC(C)CC2)sc(C)c1C | 7 | -5 | 0.9 | 0 | 2.6 | 23 | 0.4 | 7 | -11
C=CCNC(=S)N(Cc1ccccc1)Cc1ccccc1 | 1 | 2 | -0.1 | -2 | 0.9 | 2 | -0.6 | 7 | -2
O=C(CCCSc1nnc(Nc2ccccc2F)s1)N1CCOCC1 | 4 | -9 | -0.27 | 3 | 0.3 | 15 | -0.6 | 12 | 1
NC1=NN=C(N2N=C(c3ccco3)CC2(O)C(F)(F)F)n2ncnc2C1 (stereo unspecified) | 8 | -3 | 0.3 | 12 | 2.7 | 26 | 0.6 | 3 | 0
O=C(Nc1cccc(C(=O)O)c1)/C(=C\C=C\c1ccccc1)NC(=O)c1ccccc1 | -11 | -61 | -1.9 | -3 | 0.5 | 18 | -0.2 | 2 | 4
O=C(CN1C(=O)NC2(CCCCCC2)C1=O)N1CCN(S(=O)(=O)c2ccccc2)CC1 | 2 | -18 | 1.7 | -3 | 1.8 | 21 | 0.2 | 5 | 7
CC(C)NS(=O)(=O)c1ccc(OCC(=O)NCC2CCCO2)c(Cl)c1 (stereo unspecified) | -18 | nt | -0.28 | -9 | 0.0 | 3 | 0.0 | 5 | 0
C=CCN1C(=O)C(Cc2ccccc2)SC1=Nc1ccc(C(=O)O)cc1 (stereo unspecified) | -19 | 5 | 0.62 | 6 | 0.4 | 4 | 1.8 | 16 | 1
CC1(C(=O)N2CC3(CC(c4cccc([N+](=O)[O-])c4)=NO3)C[C@H]2C(=O)NCC(N)=O)CC1 (stereo partly specified) | -6 | -1 | 0.29 | -4 | 0.1 | 2 | -2.4 | 4 | -5
CC(=O)Oc1cc2c(cc1Cl)C(c1cccs1)CC1(CC(C)(C)NC(=S)N1)O2 (stereo unspecified) | -1 | 0 | -0.64 | -7 | -0.9 | 18 | -1.4 | 0 | -8
